# ADAM17 inh: ADAM17 inhibition, QFRET primary screen | recombinant ADAM17, EDANS/DABCYL FRET peptide cleavage | inhibition, % at 6.95 µM | hit rate 0.83% among 370,000;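 active means inhibition above the mean of compounds lying between control limits plus 3 SD, set per campaign, cut at about 8.5% in these data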;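 further: 0% = DMSO-only wells as the low control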
# DDE Tn6 FP inh: inhibitors of Tn6 peptide binding to human fibrin DD(E) | hit rate 0.21% among 370,000 | AID 720509 | P02675 | Fibrin DD(E) TRITC-Tn6 fluorescence polarization displacement | inhibition, % at 8.3 µM;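 active means inhibition above a per-campaign cutoff: mean of compounds within control limits plus 3 SD, cut at about 15% in these data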;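 further: 0% = median of all compound wells on the plate and 100% = blocking peptide control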
# Target sequence (P02675 whole entry, looked up): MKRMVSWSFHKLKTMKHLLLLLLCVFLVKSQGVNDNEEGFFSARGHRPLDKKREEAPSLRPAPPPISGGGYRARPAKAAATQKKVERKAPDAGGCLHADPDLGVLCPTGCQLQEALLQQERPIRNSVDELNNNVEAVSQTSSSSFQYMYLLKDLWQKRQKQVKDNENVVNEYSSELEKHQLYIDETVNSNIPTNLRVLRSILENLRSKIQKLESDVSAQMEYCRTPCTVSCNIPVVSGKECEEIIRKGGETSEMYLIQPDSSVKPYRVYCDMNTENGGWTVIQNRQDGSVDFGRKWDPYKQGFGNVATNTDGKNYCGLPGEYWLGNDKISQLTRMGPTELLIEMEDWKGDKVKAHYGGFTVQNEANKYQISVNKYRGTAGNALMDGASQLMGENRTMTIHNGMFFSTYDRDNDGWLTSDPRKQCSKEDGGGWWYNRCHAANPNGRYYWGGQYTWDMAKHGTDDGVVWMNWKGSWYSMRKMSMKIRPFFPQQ
# ARFGAP1 inh: inhibits rat ARF GTPase activating protein 1. Q62848. Arfgap1-stimulated ARF1 GTP hydrolysis, GDP FP detection. inhibition, % at 16.5 µM. hit rate 0.26% among 360,000. AID 651572;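 active means inhibition above a per-plate limit, mean inhibition of low control wells plus 3 SD, cut at about 25% in these data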;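 further: 0% = DMSO wells with enzyme and 100% = wells lacking Arfgap1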
# Target sequence (Q62848 1-136 limits assumed): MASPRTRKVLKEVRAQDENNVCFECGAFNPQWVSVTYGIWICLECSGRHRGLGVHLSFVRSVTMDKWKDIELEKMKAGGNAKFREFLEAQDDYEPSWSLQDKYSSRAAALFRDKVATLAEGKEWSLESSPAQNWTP
#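 System: truncated rat Arfgap1 GAP domain / Medium: HEPES-based buffer, pH 7.5 / Also added: N-terminally truncated human ARF1-GTP substrate / Incubation: enzyme reaction 120 min at 25 °C after 20 min preincubation / Measured by: FP of antibody-bound GDP Alexa 633 tracer, ex 620/em 688 nm / Replicates: singlicate, each compound tested once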
# DDE Tn7 FP inh: inhibitors of Tn7 peptide binding to human fibrin DD(E). FP displacement of FITC-Tn7 peptide from fibrin DD(E); 0% = median of compound wells per plate. inhibition, % at 8.3 µM. hit rate 0.13% among 370,000. AID 720508;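 active means inhibition above the mean of compounds falling within the control limits plus 3 SD of them, cut at about 14% in these data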;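 further: 0% = plate median of compound wells and 100% = 10 µM Aha-Tn7 peptide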
#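 Assay system: Fibrin-DD(E) protein isolated from polymerized human fibrin clots; read-out basis: percent inhibition; medium: Tris/NaCl/CaCl2 buffer, pH 7.8; signal: FP measurement; incubation: 10 min plus 3 h, room temperature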
# TDP2 inh: TDP2 (human) inhibition, absorbance primary screen | inhibition, % at 12.8 µM | recombinant TDP2, T5PNP hydrolysis, p-nitrophenol absorbance 415 nm | AID 720702 | hit rate 0.34% among 370,000;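 active means inhibition above the mean of all tested compounds plus 3 SD, set per campaign, cut at about 25% in these data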;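 further: 0% = DMSO with enzyme and 100% = buffer with substrate but no TDP2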
# Target sequence (O95551 whole entry, looked up): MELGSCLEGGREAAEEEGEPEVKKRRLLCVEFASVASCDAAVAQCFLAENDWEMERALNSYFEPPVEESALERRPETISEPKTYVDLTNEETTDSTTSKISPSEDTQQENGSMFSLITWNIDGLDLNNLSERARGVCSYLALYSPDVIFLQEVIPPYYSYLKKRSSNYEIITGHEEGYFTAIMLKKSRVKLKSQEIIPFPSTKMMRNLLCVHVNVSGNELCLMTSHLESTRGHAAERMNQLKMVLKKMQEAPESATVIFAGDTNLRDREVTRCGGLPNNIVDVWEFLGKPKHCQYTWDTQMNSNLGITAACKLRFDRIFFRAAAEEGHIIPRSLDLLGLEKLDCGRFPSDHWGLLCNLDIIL
#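 Incubation: 2 h at 37 °C; Test system: recombinant human TDP2; Quantity: enzyme 120 nM; Read-out basis: percent inhibition; Medium: 50 mM Tris-HCl pH 7.5 with Mg2+, KCl, DTT, BSA; Repeats: single replicate; Compound: 12.8 µM single point, 1% DMSO; Signal: epi absorbance; Reagent: 5 mM T5PNP chromogenic substrate; Benchmarks: no-enzyme high, DMSO-plus-enzyme low.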
# PLCb3 inh: blocks human PLC-beta3 enzyme activity; Purified PLC-beta3, fluorogenic substrate, fluorescence; Q01970; hit rate 0.18% among 370,000; inhibition, % at 12.2 µM; AID 720704; in the data active means inhibition above about 11%;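 further: 0% = median of compound wells on plate and 100% = full blocker control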
# ADAM10 inh: inhibitors of human ADAM10 | O14672 | recombinant ADAM10, EDANS/DABCYL FRET peptide cleavage, 3 h | inhibition, % at 7 µM | hit rate 0.62% among 370,000 | AID 720582;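 active means inhibition above a per-campaign cutoff equal to the mean of compounds falling between control-based bounds plus 3 SD, cut at about 20% in these data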;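 further: 0% = DMSO wells while the 100% control is not disclosed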
# SIAE inh: blocks human sialic acid acetylesterase; SIAE FP-Rh probe binding, fluorescence polarization; AID 1053197; hit rate 0.69% among 370,000; Q9HAT2; inhibition, % at 9.66 µM;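 active means inhibition above a cutoff: mean of compounds within the control limits plus 3 SD of those, cut at about 17% in these data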;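 further: 0% = plate median of compound wells and 100% = probe without SIAE protein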
# ASAP1 inh: blocks human ASAP1-stimulated Arf1 GTP hydrolysis; inhibition, % at 16.5 µM; GDP FP detection; Q9ULH1; hit rate 0.19% among 360,000; in the data active means inhibition above about 25%;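 further: 0% = vehicle with enzyme and substrate and 100% = no enzyme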
# PLCg1 inh: inhibitors of human phospholipase C gamma1; purified PLC-gamma1, fluorogenic substrate, fluorescence; inhibition, % at 12.2 µM; hit rate 0.84% among 370,000; in the data active means inhibition above about 9.5%
# * marks the source's active call; other numbers are inactive results; nt = no result given. Hits appear at their usual frequency, and some 3.6% of all compounds hit somewhere here.
# Codes: A = ADAM17 inh; B = DDE Tn6 FP inh; C = ARFGAP1 inh; D = DDE Tn7 FP inh; E = TDP2 inh; F = PLCb3 inh; G = ADAM10 inh; H = SIAE inh; I = ASAP1 inh; J = PLCg1 inh
O=C1CC(=Nc2ccccc2)NN1c1ccccc1
  A = -1; B = 3; C = 1; D = -6; E = 4; F = 2; G = -3; H = 4; I = -1; J = 2
CCC(C)(C)NC(=O)C(c1ccccc1)N(Cc1cccnc1)C(=O)c1csnn1 (stereo not given)
  A = -1; B = 5; C = 2; D = 6; E = -3; F = 3; G = -3; H = -5; I = -10; J = 2
CC1=C(C(=O)OCc2ccccc2)C(c2ccc(C#N)cc2)NC(=O)N1CCCC(=O)O (stereo not given)
  A = -2; B = 4; C = -1; D = -5; E = 0; F = 0; G = 3; H = -1; I = -7; J = 0
NC(=O)c1ccc(-c2noc(-c3cccc(Cl)c3)n2)cc1
  A = 0; B = 2; C = 11; D = 6; E = 4; F = 0; G = -6; H = -3; I = -4; J = -4
NC(c1csc(NC(=O)Nc2ccccc2Cl)n1)C1CCCCC1 (stereo not given)
  A = 2; B = -7; C = 8; D = -2; E = -7; F = 1; G = -5; H = -13; I = -2; J = 3
Cc1cc(C)nc(N/C(=N\S(=O)(=O)Cc2ccccc2)Nc2ccc(F)c(Cl)c2)n1
  A = 0; B = 5; C = 2; D = 0; E = 6; F = 0; G = 0; H = 6; I = 1; J = 2
O=C(Cn1nnc(-c2ccccc2Cl)n1)N/N=C/c1ccc(-c2cccc(Cl)c2)o1
  A = -6; B = 8; C = 4; D = 1; E = 3; F = -2; G = -7; H = -6; I = 6; J = -4
Cc1noc(C)c1NC(=O)Nc1cccc2c1O[C@H](CN(C)S(=O)(=O)c1c(C)noc1C)[C@@H](C)CN([C@H](C)CO)C2=O
  A = 4; B = 4; C = 10; D = -1; E = -2; F = 4; G = 0; H = -3; I = 2; J = 3
CS(=O)(=O)N1CCC(C(=O)N2CCN(c3ccccc3)CC2)CC1
  A = -2; B = 3; C = 7; D = -9; E = 2; F = 2; G = -2; H = 1; I = -1; J = 0
CCN(C)c1cc2c(c3c1ccn3C)C1CCC2C1 (stereo not given)
  A = -5; B = 1; C = -5; D = 2; E = 8; F = -4; G = -11; H = 6; I = -7; J = 1
Cc1cc(N=Nc2ccc(C)c(N=Nc3cc(C)c(N)cc3N)c2)c(N)cc1N
  A = -8; B = -19; C = 25*; D = -1; E = 5; F = -22; G = -3; H = 11; I = 16; J = -13
CCc1nn(CC(=O)N2CCN(Cc3ccc4c(c3)OCO4)CC2)c(=O)c2cc3occc3n12
  A = 0; B = 5; C = 8; D = -6; E = -2; F = 4; G = 9; H = -1; I = 10; J = 2
COC(=O)/C=C1\OCc2ccc(C)cc21
  A = -2; B = -4; C = 4; D = 8; E = 4; F = 2; G = -2; H = 7; I = -2; J = 0
COC(=O)[C@H]1C[C@H](OC(=O)NCc2ccccc2F)[C@@]2(O)CN(S(=O)(=O)c3ccc(C)cc3)CC2[C@H]1C(=O)OC (stereo not given in full)
  A = 1; B = -6; C = 13; D = 8; E = 0; F = 2; G = -2; H = 0; I = -12; J = 2
Cc1[nH]c(C)c(S(=O)(=O)N2CCN(c3ccccc3)CC2)c1C(=O)N1CCCCC1
  A = -3; B = 2; C = -1; D = 0; E = 2; F = -7; G = -1; H = 6; I = -12; J = 3
COc1nc(Nc2ccc([N+](=O)[O-])cc2)nc(NC2CCCCC2)n1
  A = 0; B = -1; C = 3; D = 4; E = 3; F = 0; G = 1; H = 2; I = 0; J = -1
Cc1ccc2c(c1)c1c3n2CCCN(Cc2ccccc2)C3CCC1 (stereo not given)
  A = -1; B = 2; C = 0; D = -7; E = -5; F = -1; G = 0; H = 3; I = 5; J = -1
COc1ccc(-c2nc3c4c(ncn3n2)-c2ccccc2CC42CCCC2)cc1
  A = -2; B = -3; C = -4; D = 9; E = -5; F = -3; G = -1; H = -4; I = -10; J = -3
O=C(COc1ccc(F)cc1)NCCN1CCCC1
  A = -3; B = -4; C = 6; D = 1; E = 8; F = -5; G = 3; H = 5; I = -2; J = 1
C=CCNC(=O)Nc1ccc(Cl)cn1
  A = 3; B = 2; C = 2; D = -6; E = -14; F = 7; G = 9; H = -1; I = 4; J = 2
COc1ccc(CC(=O)Nc2ccc(-c3csc(C)n3)cc2)cc1
  A = -4; B = 4; C = 8; D = 3; E = 2; F = 1; G = -17; H = -4; I = 19; J = -1
Cc1cccc(C(=O)NC2CC3CCCC(C2)N3Cc2ccccc2)c1 (stereo not given)
  A = 3; B = -7; C = 12; D = 1; E = 2; F = 1; G = -3; H = 2; I = 4; J = 5
CCC(=C/c1sc2ccc3ccccc3c2[n+]1C)/C=C1\Sc2ccc3ccccc3c2N1C
  A = -4; B = 1; C = 39*; D = 0; E = 10; F = -22; G = 0; H = -26; I = 41*; J = -14
Cc1c(NC(=O)NC(=O)c2ccc(F)cc2)c(=O)n(-c2ccccc2)n1C
  A = -2; B = -3; C = -10; D = 8; E = -9; F = 2; G = -8; H = 9; I = -2; J = 1
O=c1[nH]c2c(Br)cnc([N+](=O)[O-])c2[nH]1
  A = -9; B = -2; C = 4; D = 6; E = 1; F = -11; G = -8; H = 1; I = -3; J = 0
C=CCOC(=O)C1=C(C)NC(SCC(=O)Nc2ccccc2)=C(C#N)C1c1ccco1 (stereo not given)
  A = -2; B = -3; C = -5; D = -2; E = 1; F = -22; G = 0; H = -22; I = 2; J = -17
CC(C)(C)c1nc2c(C#N)c(-c3ccc(Cl)cc3)ccn2n1
  A = -5; B = 0; C = 1; D = 1; E = 10; F = -9; G = -13; H = -4; I = -2; J = -11
CC(C)C(=O)N1CCC(n2nccc2NC(=O)CCOc2ccccc2)CC1
  A = -7; B = 5; C = -7; D = 2; E = 5; F = -8; G = -10; H = 3; I = 19; J = 1
COc1ccccc1CN(C)C(=O)C1CCCN(c2nc3ccccc3o2)C1 (stereo not given)
  A = 4; B = -4; C = nt; D = 6; E = -6; F = -4; G = -6; H = -2; I = nt; J = -6
CC1(C)Cc2c(C#N)c(SCC(=O)O)nc(N3CCOCC3)c2CO1
  A = -6; B = -1; C = -9; D = -1; E = -4; F = -19; G = -9; H = -8; I = -10; J = -10
Cc1ccc(NC(=O)CSCC(=O)Nc2nnc(C3CC3)s2)cc1
  A = 0; B = -1; C = -13; D = 6; E = -1; F = -8; G = -2; H = 4; I = -12; J = -3
COC(=O)C(N)Cc1ccc(OC)c([N+](=O)[O-])c1 (stereo not given)
  A = 3; B = 1; C = 9; D = -3; E = 7; F = -2; G = 6; H = 5; I = 3; J = 2
COc1ccccc1N1CCN(CC(=O)NCC2CCCO2)CC1 (stereo not given)
  A = -2; B = 1; C = 5; D = 4; E = 13; F = 6; G = 5; H = 4; I = -4; J = 2
CC(C)[C@H](NS(=O)(=O)c1ccccc1F)C(=O)NC1CCCCC1
  A = -6; B = -3; C = 2; D = -3; E = 11; F = -5; G = -8; H = -2; I = -4; J = 5
N/C(=N\OC(=O)c1ccc([N+](=O)[O-])cc1)c1cccnc1
  A = -3; B = -5; C = 3; D = -3; E = 11; F = 1; G = -7; H = -6; I = 6; J = 4
COc1ccc(C(=O)N/C(=C/c2ccc(Cl)cc2)C(=O)Nc2ccc(C(=O)O)cc2)cc1
  A = -2; B = 2; C = 0; D = 5; E = 8; F = -10; G = 2; H = -1; I = 0; J = -5
O=C(c1ccc(F)cc1)N1CCCCC(S(=O)(=O)c2ccccc2)C1=O (stereo not given)
  A = 2; B = 2; C = 10; D = 12; E = -1; F = 1; G = -9; H = -4; I = 9; J = 0
COCCCNC(=O)C[C@H]1C[C@@]2(C(=O)OC)C(=C[C@H](C(C)C)O[C@@H]2C2CC2)N(Cc2ccccc2)C1=O
  A = -3; B = -1; C = -1; D = 1; E = 4; F = -1; G = -6; H = -1; I = 9; J = 1
CC(OC(=O)c1ccc(NC(=O)CC#N)cc1)C(=O)Nc1ccc2c(c1)OCCO2 (stereo not given)
  A = -2; B = -3; C = -4; D = -5; E = -23; F = -22; G = 5; H = -34; I = 11; J = -16
COc1ccc(NC(=O)CSCc2cc(=O)n3cc(C)sc3n2)cc1
  A = -4; B = -9; C = -4; D = 3; E = 18; F = -5; G = -1; H = 2; I = -13; J = 1
COc1cc(C(=O)NCC2CCCO2)ccc1OCc1ccc(Cl)cc1 (stereo not given)
  A = 1; B = 7; C = 8; D = 0; E = 0; F = 0; G = 1; H = -4; I = -15; J = -3
NNC(=O)CSc1c(-c2cccs2)[nH]c2ccccc12
  A = -2; B = 0; C = 4; D = 1; E = 12; F = -5; G = -3; H = 13; I = 5; J = -5
Cc1c(C(=O)c2ccccc2)c(=O)n(C)c(=O)n1C
  A = 0; B = 1; C = 11; D = 4; E = -1; F = -4; G = -6; H = -4; I = 2; J = 2
COc1cccc(C(=O)NNc2c3ccccc3nc3ccccc23)c1
  A = -109; B = 3; C = 8; D = -2; E = -5; F = -68; G = -246; H = 4; I = 3; J = -49
CC(=O)Nc1cccc(NC(=O)CSc2ccc(C(F)(F)F)cc2[N+](=O)[O-])c1
  A = -1; B = 0; C = -4; D = 3; E = 15; F = 0; G = 7; H = -4; I = 6; J = 6
COc1cccc(OC)c1C(=O)Nc1ccc(S(=O)(=O)N2CCCCC2)cc1
  A = 1; B = 0; C = -2; D = -2; E = -10; F = -5; G = 14; H = -5; I = 1; J = 5
CC(=O)c1cccc(OCC(O)CN2CCN(S(=O)(=O)c3c(F)cccc3F)CC2)c1 (stereo not given)
  A = -3; B = 4; C = -2; D = 1; E = 9; F = 2; G = -13; H = 1; I = 1; J = 0

# A stretch from the list above, as a working copy:
# Codes: A = ADAM17 inh; B = DDE Tn6 FP inh; C = ARFGAP1 inh; D = DDE Tn7 FP inh; E = TDP2 inh; F = PLCb3 inh; G = ADAM10 inh; H = SIAE inh; I = ASAP1 inh; J = PLCg1 inh
Cc1c(C(=O)c2ccccc2)c(=O)n(C)c(=O)n1C
  A = 0; B = 1; C = 11; D = 4; E = -1; F = -4; G = -6; H = -4; I = 2; J = 2
COc1cccc(C(=O)NNc2c3ccccc3nc3ccccc23)c1
  A = -109; B = 3; C = 8; D = -2; E = -5; F = -68; G = -246; H = 4; I = 3; J = -49
CC(=O)Nc1cccc(NC(=O)CSc2ccc(C(F)(F)F)cc2[N+](=O)[O-])c1
  A = -1; B = 0; C = -4; D = 3; E = 15; F = 0; G = 7; H = -4; I = 6; J = 6
COc1cccc(OC)c1C(=O)Nc1ccc(S(=O)(=O)N2CCCCC2)cc1
  A = 1; B = 0; C = -2; D = -2; E = -10; F = -5; G = 14; H = -5; I = 1; J = 5
CC(=O)c1cccc(OCC(O)CN2CCN(S(=O)(=O)c3c(F)cccc3F)CC2)c1 (stereo not given)
  A = -3; B = 4; C = -2; D = 1; E = 9; F = 2; G = -13; H = 1; I = 1; J = 0
